Bioassay records from PubChem.
FLuc inhib CS: firefly luciferase enzyme inhibitors, primary screen, artefact control for luciferase-based inhibitor screens, biochemical, luminescence, ATPLite; 10 min; inhibition, % at 10 µM; actives 1.5% (n = 200,000);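 active = inhibition above about 50% when tested at 10 µM, limit read from the data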
Target sequence (P08659 whole entry, looked up): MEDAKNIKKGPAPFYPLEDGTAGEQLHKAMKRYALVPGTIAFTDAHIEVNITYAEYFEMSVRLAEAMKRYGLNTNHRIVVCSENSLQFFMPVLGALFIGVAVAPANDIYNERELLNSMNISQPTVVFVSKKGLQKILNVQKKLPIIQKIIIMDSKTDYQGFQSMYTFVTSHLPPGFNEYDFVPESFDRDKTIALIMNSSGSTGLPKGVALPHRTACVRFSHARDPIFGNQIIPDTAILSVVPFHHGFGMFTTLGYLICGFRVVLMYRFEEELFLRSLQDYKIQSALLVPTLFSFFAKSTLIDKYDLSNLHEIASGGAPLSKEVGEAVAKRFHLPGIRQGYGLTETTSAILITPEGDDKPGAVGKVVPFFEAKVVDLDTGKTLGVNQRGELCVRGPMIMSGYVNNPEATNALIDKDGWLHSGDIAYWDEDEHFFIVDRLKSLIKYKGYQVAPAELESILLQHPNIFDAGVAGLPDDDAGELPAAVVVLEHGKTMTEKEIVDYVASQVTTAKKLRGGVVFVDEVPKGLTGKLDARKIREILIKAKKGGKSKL
Hsp70 act: Hsp70 transcriptional activators, primary screen, cell-based, HeLa, Hsp70 promoter luciferase, luminescence, 10 µM; activation, % at 10 µM; actives 0.04% (n = 200,000); HeLa Hsp70 promoter luciferase reporter; scaled: vehicle 0, proteasome-inhibitor control 100%;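 active = activation above the mean across all tested compounds plus 3 SD, cutoff set per campaign, cut at about 5.5% in these data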;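 note: 100% = MG132 at 30 µM as the positive control and 0% = DMSO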
APP transl inh: inhibitors of APP translation via 5'UTR reporter, primary screen, APP 5'UTR luciferase, SH-SY5Y cells. SH-SY5Y APP 5'UTR-luciferase reporter, luminescence. inhibition, % at 2 µM. actives 0.82% (n = 190,000);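 active = inhibition above a set limit, derived from the sample mean plus 3 SD, cut at about 45% in these data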; note: values of inactives mirror those of a sister screen read the other way
DTT redox prof: compounds producing H2O2 with reducing agent – biochemical, NIH compound library profiling, artefact control for MLSCN library redox annotation, primary screen | DTT-dependent redox cycling H2O2, phenol red/HRP absorbance; 100% = 100 µM peroxide control, 0% = buffer | activation, % at 10 µM | actives 0.03% (n = 200,000) | AID 878, 2007;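 active = activation of at least 50% relative to the plate's high and low controls in the primary single-dose screen; inactive = activation below 50%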;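 note: compound incubated with DTT at 0.8 mM final as the reducing agent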
Efa HMGR inh: inhibitors of E. faecalis class II HMGR, primary screen, biochemical, Enterococcus faecalis | actives 0.41% (n = 190,000) | inhibition, % at 10 µM | purified E. faecalis HMGR, NADPH absorbance 340 nm kinetic | HMG-CoA reductase (Enterococcus faecalis, mvaE);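 active = inhibition above a set limit, the median over all tested compounds plus 3 SD, cut at about 9.5% in these data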;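 note: enzyme runs in reverse so mevalonate oxidation gives rising NADPH absorbance; 0% = complete reaction with DMSO and 100% = background rate lacking mevalonate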
APP 5'UTR act: activators of APP 5'UTR luciferase reporter, primary screen, SH-SY5Y cells. SH-SY5Y APP 5'UTR luciferase reporter, luminescence; zero percent = DMSO vehicle wells. activation, % at 2 µM. actives 1% (n = 190,000). AID 1276, 2008;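 active = activation above a set limit, based on mean plus 3 SD of controls, cut at about 140% in these data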; note: values of inactives mirror those of a sister screen read the other way
NF-kB expr up: activators of NF-kB expression in neurons, primary screen, cell-based, HTS | actives 1.6% (n = 190,000) | fold change at 12.5 µM | human neuronal cells, NF-kB reporter expression; active compounds read high; in the data active = fold change above about 3.3
STAT1 act: STAT1 signaling activators, primary screen, cell-based, HTS, luciferase reporter; activation (% of control), % at 5.5 µM; NIH 3T3 STAT1-luciferase reporter, IFN-gamma, luminescence; 100% = IFN-gamma alone, no compound; actives 2.6% (n = 200,000);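 active = activation above the screen-wide mean activation plus 3 SD, cut at about 130% in these data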;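 note: raw ratio to IFN-gamma control signal so 100% means no change and 0% no light; values of inactives mirror those of a sister screen read the other way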
FLuc stim CS: FLuc activators, initial screening, artefact control for FLuc-dependent activation tests, biochemical, ATPlite luminescence. Luciferin 4-monooxygenase (Photinus pyralis), P08659. ATPlite luciferase biochemical, 10 min; 0 = ATP-free wells, 1 = DMSO control. activation factor at 10 µM. 200,000 tested, under 10 active;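 active = luciferase activation factor, scaled between plate controls, of at least 2 with compound at 10 µM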
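Assay system – cell-free luciferase reagent · Medium – PBS-based ATP solution · Dosing – test compounds dosed from 2 mM stocks in 100% DMSO · Timing – 10 min, room temperature · Technique – light output (luminescence) · Measure – luminescence gain marking luciferase activators · Controls – No-ATP low control, compound-free enzyme-plus-ATP high control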
G6PDH counter: L. mesenteroides G6PDH inhibitors, counter-screen for G6PDH-coupled screening assays, biochemical, Leuconostoc mesenteroides enzyme | inhibition, % at 5 µM | actives 0.12% (n = 200,000) | glucose-6-phosphate dehydrogenase [Leuconostoc mesenteroides] | Purified L. mesenteroides G6PDH, diaphorase/resazurin coupled fluorescence, 45 min | AID 1020, 2008; in the data active = inhibition above about 50%
The depositor's hits bear a star; . = not tested or not shown.

The first 9 compounds (preview)
SMILES | FLuc inhib CS | Hsp70 act | APP transl inh | DTT redox prof | Efa HMGR inh | APP 5'UTR act | NF-kB expr up | STAT1 act | FLuc stim CS | G6PDH counter
Cc1cc[n+](-c2nc3ccccc3nc2[N-]S(=O)(=O)c2cccs2)cc1C | -7 | 0.3 | 11 | 0.4 | -9 | -11 | 1.1 | 104 | 1.1 | -4
Nc1nonc1C(=O)NCCNCc1cc(Br)ccc1OCc1ccc(F)cc1 | -6 | -0.4 | -11 | -0.4 | -2 | 11 | 0.81 | 86 | 1.1 | 0
CN(CC(O)COCc1ccc2c(c1)OCO2)C1CCCCC1 (centres undefined) | -6 | -0.4 | 5 | 0.1 | 0 | -5 | 1 | 100 | 1.1 | 6
C/C(=N\NC(=O)Cn1c(-c2ccccn2)nc2ccccc21)c1ccccc1 | 0 | -0.2 | -2 | -0.6 | 3 | 2 | 0.99 | 103 | 1 | 12
NC(=O)COC(=O)c1cc(S(=O)(=O)N2CCOCC2)ccc1N1CCCCC1 | -1 | 0.0 | -5 | -0.2 | -4 | 5 | 1.4 | 100 | 1 | 5
Cc1cc(Br)ccc1NC(=O)c1ccccc1-c1ccccc1 | -3 | -0.1 | -17 | 1.3 | -4 | 17 | 0.88 | 96 | 1 | -5
CCN(CC)C(=O)c1sc2nc(-c3cccs3)cc(-c3ccc(Cl)cc3)c2c1N | -2 | -0.3 | -5 | -4.9 | . | 5 | 0.9 | 86 | 1 | 2
COc1ccc([N+](=O)[O-])cc1NC(=O)C(C)OC(=O)/C=C/c1ccco1 (centres undefined) | -1 | -0.1 | -1 | -0.5 | 4 | 1 | 0.73 | 104 | 1 | -2
O=C(NCc1ccccc1)[C@@H]1C[C@H]1[C@@H](NP(=O)(c1ccccc1)c1ccccc1)c1ccccc1 | -5 | -0.4 | 6 | -0.2 | 2 | -6 | 1.2 | 82 | 1.1 | 15

All compounds of this part, from the start:
SMILES | FLuc inhib CS | Hsp70 act | APP transl inh | DTT redox prof | Efa HMGR inh | APP 5'UTR act | NF-kB expr up | STAT1 act | FLuc stim CS | G6PDH counter
Cc1cc[n+](-c2nc3ccccc3nc2[N-]S(=O)(=O)c2cccs2)cc1C | -7 | 0.3 | 11 | 0.4 | -9 | -11 | 1.1 | 104 | 1.1 | -4
Nc1nonc1C(=O)NCCNCc1cc(Br)ccc1OCc1ccc(F)cc1 | -6 | -0.4 | -11 | -0.4 | -2 | 11 | 0.81 | 86 | 1.1 | 0
CN(CC(O)COCc1ccc2c(c1)OCO2)C1CCCCC1 (centres undefined) | -6 | -0.4 | 5 | 0.1 | 0 | -5 | 1 | 100 | 1.1 | 6
C/C(=N\NC(=O)Cn1c(-c2ccccn2)nc2ccccc21)c1ccccc1 | 0 | -0.2 | -2 | -0.6 | 3 | 2 | 0.99 | 103 | 1 | 12
NC(=O)COC(=O)c1cc(S(=O)(=O)N2CCOCC2)ccc1N1CCCCC1 | -1 | 0.0 | -5 | -0.2 | -4 | 5 | 1.4 | 100 | 1 | 5
Cc1cc(Br)ccc1NC(=O)c1ccccc1-c1ccccc1 | -3 | -0.1 | -17 | 1.3 | -4 | 17 | 0.88 | 96 | 1 | -5
CCN(CC)C(=O)c1sc2nc(-c3cccs3)cc(-c3ccc(Cl)cc3)c2c1N | -2 | -0.3 | -5 | -4.9 | . | 5 | 0.9 | 86 | 1 | 2
COc1ccc([N+](=O)[O-])cc1NC(=O)C(C)OC(=O)/C=C/c1ccco1 (centres undefined) | -1 | -0.1 | -1 | -0.5 | 4 | 1 | 0.73 | 104 | 1 | -2
O=C(NCc1ccccc1)[C@@H]1C[C@H]1[C@@H](NP(=O)(c1ccccc1)c1ccccc1)c1ccccc1 | -5 | -0.4 | 6 | -0.2 | 2 | -6 | 1.2 | 82 | 1.1 | 15
COC(=O)c1c(C)[nH]c(C(=O)C(C)Sc2nnc(-c3cc(OC)c(OC)c(OC)c3)o2)c1C (centres undefined) | -5 | -0.1 | -6 | 1.4 | -2 | 6 | 0.43 | 102 | 1.1 | 5
Cc1ccccc1-n1nc2c(c1NC(=O)c1cc3ccccc3oc1=O)CS(=O)(=O)C2 | -8 | -0.6 | 6 | 0.2 | 0 | -6 | 0.99 | 103 | 1.1 | -34
O=C(CN1CCN(C(=O)c2ccco2)CC1)Nc1ccc2c(c1)OCO2 | . | 0.5 | -6 | -0.4 | . | 6 | . | 97 | . | .
Cc1cccc2cc(CN(C(=O)c3cccs3)c3ccccc3)c(=O)[nH]c12 | -6 | -0.2 | -15 | -0.5 | -5 | 15 | 1.1 | 99 | 1.1 | 12
CCn1cc(Cl)c(C(=O)NNC(=O)CCn2cc([N+](=O)[O-])cn2)n1 | -6 | -0.3 | -10 | 0.3 | -5 | 10 | 1.1 | 105 | 1.1 | -1
CN(C)/C=C(/C(=O)c1ccc(F)cc1)S(=O)(=O)c1ccc(F)cc1 | -8 | 0.1 | -16 | -0.7 | 0 | 16 | 1.2 | 106 | 1.1 | 20
O=C(Cn1ncc(Cl)c(Cl)c1=O)NCC1CCCCC1 | 0 | 0.2 | 97* | -0.1 | -1 | -97 | 0.89 | 90 | 1 | 3
COC(=O)c1ccc(CSc2nc3c(cnn3-c3ccc(Cl)cc3)c(=O)[nH]2)o1 | -9 | -0.2 | 3 | -0.5 | -2 | -3 | 1.2 | 95 | 1.1 | -42
COc1ccc(OC)c(C(=O)c2coc3ccc(OCC(=O)O)cc23)c1 | -4 | -0.3 | -12 | 0.0 | -6 | 12 | 1.2 | 99 | 1 | -4
CCC(C)NC(=O)Cn1nc([N+](=O)[O-])c(Cl)c1C (centres undefined) | -9 | -0.1 | 4 | 1.3 | 0 | -4 | 1.2 | 104 | 1.1 | 12
CCOC(=O)N1CCC(NC(=O)c2cc3c(=O)n(C)c4ccccc4c3n2C)CC1 | -8 | -0.3 | -9 | -0.4 | 1 | 9 | 0.37 | 95 | 1.1 | -53
O=C(O)CCC(=O)N1N=C(c2ccc(Br)cc2)CC1c1cccs1 (centres undefined) | -6 | 0.0 | -6 | -0.5 | -1 | 6 | 1 | 116 | 1.1 | 6
COc1ccc(C(=O)N2CCCCC2)cc1S(=O)(=O)Nc1ccccc1 | -2 | 0.2 | -18 | 2.2 | 0 | 18 | 0.95 | 108 | 1 | 7
CCOC(=O)c1c(C)n(C)c2cc(Br)c(OC)cc12 | -3 | -0.1 | 7 | -0.3 | -7 | -7 | 1.1 | 100 | 1 | 3
CCOC(=O)C1=C(c2ccccc2)Nc2c(c(=O)n(C)c(=O)n2C)C1c1ccc(O)c(OC)c1 (centres undefined) | -6 | -0.3 | -8 | 0.8 | -3 | 8 | 1.1 | 101 | 1.1 | 1
CCOc1cc(/C=N/NC(=O)CN2CCOCC2)ccc1OCc1ccccc1 | -7 | -0.3 | . | -0.1 | 3 | . | 1.1 | 98 | 1.1 | -14
CCc1ccc(NC(=O)CSc2n[nH]c(C)c2[N+](=O)[O-])cc1 | -3 | 0.0 | 18 | 0.2 | -5 | -18 | 1.1 | 106 | 1 | -10
COc1ccc(CNC(=O)C(c2ccco2)N(C(=O)Cc2cccs2)c2cccnc2)cc1 (centres undefined) | -3 | -0.4 | -2 | -1.1 | -4 | 2 | 0.88 | 90 | 1 | -1
O=C(CN1CCC(NC(=O)c2cccc(F)c2)CC1)NCc1cccs1 | -8 | -0.3 | -28 | -1.4 | -2 | 27 | . | 102 | 1.1 | 6
Cc1ccc(SC(=O)COc2ccccc2C)cc1 | -2 | -0.2 | 12 | 0.0 | -1 | -12 | 0.94 | 100 | 1 | 5
O=C(Oc1c(-c2ccccc2Cl)oc2ccccc2c1=O)c1ccc(Cl)cc1 | -6 | -0.3 | -8 | -0.1 | 1 | 8 | 0.57 | 97 | 1.1 | -2
Cn1cc(S(=O)(=O)N2CCN(C(=O)c3ccco3)CC2)c(=O)n(C)c1=O | -5 | -0.2 | 2 | -0.2 | -1 | -1 | 1.4 | 94 | 1 | 0
CC(=O)Cc1nsc(NC(=O)c2ccc(-c3cc(Cl)ccc3Cl)o2)n1 | 3 | -0.1 | -17 | 0.8 | 5 | 17 | 1.1 | 86 | 1 | -6
N=c1c2c3c(sc2ncn1N)CCCCC3 | -8 | -0.4 | 23 | -0.2 | -1 | -23 | 1 | 95 | 1.1 | 22
CC(C)(CO)NCC(O)Cn1cc(C=O)c2ccccc21 (centres undefined) | -1 | -0.2 | -8 | -1.7 | -2 | 8 | 1.1 | 101 | 1 | -3
O=C(CCSCCC(=O)NCc1ccccc1)NCc1ccccc1 | -3 | -0.3 | 13 | -1.0 | 3 | -13 | 0.95 | 104 | 1 | 5
CC(C)C(Nc1ccc(S(=O)(=O)N2CCOCC2)cc1[N+](=O)[O-])C(=O)O (centres undefined) | -10 | -0.2 | -9 | -1.9 | -5 | 9 | 1.4 | 106 | 1.1 | 0
O=C(NCC1CCCO1)c1onc(CSc2ccccc2)c1C(=O)O (centres undefined) | -5 | 0.0 | -10 | 16 | -2 | 10 | 0.99 | 97 | 1.1 | -2
CSc1nnc2c(n1)OC(C)N(C(=O)c1ccccc1)c1ccccc1-2 (centres undefined) | -6 | 0.0 | 5 | -5.7 | -7 | -5 | 1.1 | 97 | 1.1 | 8
Cc1cc(C)cc(-n2nnnc2-c2cn(C)nc2C(F)(F)F)c1 | -6 | -0.1 | -9 | -4.3 | -6 | 9 | 1.1 | 90 | 1.1 | 5
COc1ccc(CCNc2oc(Cc3ccccc3)nc2C#N)cc1OC | -7 | -0.3 | 2 | -0.6 | -3 | -2 | 0.71 | 103 | 1.1 | -1
CCN(CC)CC#CCC(O)(c1ccccc1)C1CCCCC1 (centres undefined) | -7 | 0.0 | 13 | -0.2 | -2 | -13 | . | 99 | 1.1 | 4
CSc1ccc(Cl)c(C(=O)OCC(=O)N2CC(C)OC(C)C2)c1 (centres undefined) | -6 | 0.0 | -9 | 0.3 | -4 | 9 | 0.72 | 100 | 1.1 | 5
O=C(COC(=O)c1cccc(S(=O)(=O)NCc2ccccc2)c1)c1ccccc1 | -2 | -0.2 | -2 | -0.3 | -1 | 2 | 1.2 | 106 | 1 | 1
CSc1nc2[nH]c3c(c2c2ncnn12)CCCC3 | -3 | -0.2 | -2 | -0.4 | -3 | 2 | 1.1 | 111 | 1 | -10
Cc1nc(Nc2ccccc2)sc1-c1ccccc1 | 85* | -0.1 | -187 | 0.1 | -5 | 187* | 8.8* | 193* | 0.2 | 8
CCOc1cc(C2C3=C(CCCC3=O)Nc3ccc4ncccc4c32)ccc1O (centres undefined) | -8 | 0.0 | 2 | -0.9 | 12* | -2 | 1.6 | 89 | 1.1 | 5
CC(=O)Nc1cn(C(C)=O)c(C)n1 | -4 | 0.2 | -6 | 0.3 | -6 | 6 | 1.1 | 99 | 1 | 5
